SIRT5 inh: sirtuin-5 (human) deacylase inhibition; Q9NXA8; inhibition, % at 15 µM; 330,000 compounds, 1.1% hits; Purified SirT5, succinyl-peptide AMC, trypsin-coupled fluorescence; AID 652115; in the data active = inhibition above about 15%; inconclusive = no clear call, values can overlap the other calls
Target sequence (Q9NXA8 whole entry, looked up): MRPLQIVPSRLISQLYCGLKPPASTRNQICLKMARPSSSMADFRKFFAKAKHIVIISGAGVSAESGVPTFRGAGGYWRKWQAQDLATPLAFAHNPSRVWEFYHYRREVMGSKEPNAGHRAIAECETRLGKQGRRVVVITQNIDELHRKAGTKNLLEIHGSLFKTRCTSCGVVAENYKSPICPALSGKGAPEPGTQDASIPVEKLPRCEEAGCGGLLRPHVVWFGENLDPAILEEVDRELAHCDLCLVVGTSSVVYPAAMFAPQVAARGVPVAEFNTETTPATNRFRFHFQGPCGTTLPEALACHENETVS
Cneo AK release: causes C. neoformans cell lysis | adenylate kinase release luminescence, 4 h; normalised: neutral wells 0, clomiphene wells 100 | lysis activity, % at 15 µM | 360,000 compounds, 0.2% hits | AID 651654;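 active = mean lysis activity across replicates of at least 80%, whatever share of replicates individually reach that level; inactive = mean lysis activity below 80%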
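Schedule: static 4 h at 37 °C with compound, 1 h detection; system: C. neoformans cells; benchmarks: Clomiphene as positive control; buffer or medium: fresh YPD medium; measure: luminescence rise reflecting yeast cell lysis; measured by: luminescent adenylate kinase detection reagent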
ARNT TACC3 PPI: disruptors of human ARNT/TACC3 interaction | Q9Y6A5 | AlphaScreen His-ARNT PAS-B/GST-TACC3 binding, luminescence; TACC3 fragment carries E629A point mutation | inhibition, % at 9.99 µM | 390,000 compounds, 0.66% hits | AID 623870;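 active = mean inhibition of replicates at least 50% and at least half of replicates each reaching 50%; inconclusive = half or more replicates reach 50% but mean below 50%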;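 also: 0% = complete ARNT plus TACC3 wells and 100% = ARNT alone without TACC3; many hits fall short of the cut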
miR122 inh: miR-122 inhibition in Huh7 cells; Huh7 miR-122 Renilla luciferase sensor, 48 h; neutral wells = 0, positive control = 100; activation (reporter increase), % at 12.5 µM; 340,000 compounds, 0.3% hits;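 active = mean replicate activation score at least 90 and every replicate individually at or above 90; inconclusive = only one of the two criteria met; inactive = neither criterion met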;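 also: higher luciferase means less miR-122 activity so hits act as miR-122 inhibitors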
ERp5 block: blocks human ERp5 reductase activity on insulin. Q15084. ERp5 insulin aggregation, absorbance 650 nm, 90 min. inhibition, % at 9.99 µM. 350,000 compounds, 0.05% hits. AID 651711;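 active = mean replicate inhibition above about 25%, with every replicate also reaching it, limit read from the data, passing the limit was not always enough; inconclusive = only one of those two criteria met; inactive = neither criterion met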
Target sequence (Q15084 whole entry, looked up): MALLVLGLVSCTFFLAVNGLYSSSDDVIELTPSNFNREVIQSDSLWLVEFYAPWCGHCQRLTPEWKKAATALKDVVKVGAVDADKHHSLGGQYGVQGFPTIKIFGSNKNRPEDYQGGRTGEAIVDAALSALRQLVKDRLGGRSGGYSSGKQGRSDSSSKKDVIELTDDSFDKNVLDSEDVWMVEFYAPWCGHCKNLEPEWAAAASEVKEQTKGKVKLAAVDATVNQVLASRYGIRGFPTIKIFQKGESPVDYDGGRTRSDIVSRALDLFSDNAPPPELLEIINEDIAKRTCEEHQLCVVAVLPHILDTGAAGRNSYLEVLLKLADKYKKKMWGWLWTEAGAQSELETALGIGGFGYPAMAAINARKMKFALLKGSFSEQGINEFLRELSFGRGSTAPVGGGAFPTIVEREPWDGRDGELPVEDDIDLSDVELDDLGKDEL
C2C12 statin: protects C2C12 myotubes from simvastatin toxicity | AID 602340 | rescue of ATP level, % at 7.49 µM | 330,000 compounds, 0.78% hits | ATP luminescence, 48 h; scaled: DMSO 0, geranylgeraniol control 100;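 active = mean ATP rescue above about 67%, or every replicate alone reaching that limit, limit read from the data, passing the limit was not always enough; inconclusive = no clear call, values can overlap the other calls; inactive = mean under the limit and some replicate under it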;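 also: myotubes were challenged with 10 µM simvastatin during compound exposure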
esBAF inh: blocks esBAF chromatin remodeling in mouse ES cells; Bmi1-luciferase knock-in reporter, 24 h; 100% = twice the neutral-well signal; reporter increase, % at 12.5 µM; 350,000 compounds, 2% hits; AID 602393; in the data active = activation above about 40%; inconclusive = no clear call, values can overlap the other calls;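 also: 0% = median of the plate's neutral control wells and 100% = double that signal; a rise in the Bmi1 reporter signal indicates esBAF inhibition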
* = called active by the depositor; ? = inconclusive; / = no result given; [ ] = remark or other dose.

The line under a structure holds: Cneo AK release, esBAF inh, ERp5 block, SIRT5 inh, ARNT TACC3 PPI, C2C12 statin, miR122 inh
Cc1ccc(C)c(S(=O)(=O)N2CCN(c3nc(CN4CCOCC4)nc4sc(C)c(C)c34)CC2)c1
  -1, 3, -9, 2, 0, -28, -4
CCOC(=O)c1c(-c2ccccc2Cl)csc1NC(=O)c1cc(S(=O)(=O)N2CCOCC2)ccc1C
  -3, 3, /, /, 0, -5, 0
CCOc1cccc(/C=C(\C#N)C(=O)NC2CC2)c1
  -2, -2, 3, 1, -8, -4, -8
CO[C@H]1CN(C)C(=O)c2ccc(NS(C)(=O)=O)cc2OC[C@H](C)N(C(=O)c2ccc3c(c2)OCO3)C[C@H]1C
  1, -3, /, /, -3, -2, -13[16.7 µM]
CCOc1ccccc1N1CCN(CC(O)COCc2cccs2)CC1 (configuration not stated)
  2, -2, 0, -5, 10, 13, -8
O=C(Nc1ccc2c(c1)OCO2)N[C@@H]1CC[C@H](CC(=O)N2CCN(c3ccccc3)CC2)O[C@@H]1CO
  -1, -1, 3, 0, 3, 4, /
COc1ccc(C(C)C)cc1S(=O)(=O)n1cnc(C)c1
  0, -9, /, /, -2, 29, /
Cc1ccc(S(=O)(=O)N(C)C)cc1NC(=O)c1n[nH]c(=O)c2ccccc12
  /, 8, 3, -3, 3, -10, 2
O=C1N=C(N2CCOCC2)S/C1=C\c1ccc(-c2ccccc2Cl)o1
  -2, /, 2, -2, 1, /, 14
COC(=O)c1ccc(N2C(=O)CC(SCC(=O)Nc3ccc(OC)cc3)C2=O)cc1 (configuration not stated)
  /, /, 1, 2, 8, /, /
NS(=O)(=O)c1cccc(NC(=O)c2cccc(Oc3ccccc3)c2)c1
  3, 14, -2, 3, 11, 11, -2
COC(=O)c1c(-c2ccc(SC)cc2)sc2ccc(OC)cc12
  -4, 99*, 5, 2, -5, -9, /
CC(C)CNC(=O)CSc1nc2nn(-c3ccccc3)c(=O)c-2c2n1CCCCC2
  /, /, 8, 13, -2, /, /
COc1cc(NC(=O)C2=CC(c3ccc(C)cc3)=NS(=O)(=O)N2C)cc(OC)c1OC
  0, 6, -9, -4, /, 18, -8
CCOc1ccc(Nc2cc(C)nc(-n3nc(C)cc3C)n2)cc1
  11, -21, /, /, -4, -71, 28
Cc1ccc(S(=O)(=O)Nc2ccc3c(c2)C(=O)N([C@@H](C)CO)C[C@@H](C)[C@@H](CN(C)Cc2ccc4c(c2)OCO4)OCCCC[C@H](C)O3)cc1
  0, 16, 0, 14, 9, 29, -4[16.7 µM]
CC(Oc1ccccc1)C(=O)Nc1cc(Cl)ccc1-n1cncn1 (configuration not stated)
  /, /, 5, -1, -15, /, /
CCOC(=O)c1ccc(NC(=S)NCCCN2CCCC2=O)cc1
  12, -1, 3, -2, 0, -15, -8
C[C@@H]1CN([C@H](C)CO)C(=O)c2cc(NS(=O)(=O)c3cccs3)ccc2O[C@@H]1CN(C)C(=O)NC1CCCCC1
  0, 7, -1, 2, -3, 15, -6[16.7 µM]
Cc1c(C)c(C)c(S(=O)(=O)NCCc2ccccn2)c(C)c1C
  -1, -1, 0, 2, -5, 5, 107*
O=C(CCCN1C(=O)c2cccnc2C1=O)N1CC(=O)N(CCc2ccccc2)C(=O)C1
  1, -3, /, /, 12, 15, -4
C[C@H](CO)N1C[C@H](C)[C@H](CN(C)Cc2ccc(C(=O)O)cc2)Oc2ccc(NS(C)(=O)=O)cc2CC1=O
  1, 2, -6, -2, 14, -39, 7[16.7 µM]
COc1ccc(N2CCn3c2nc2c3c(=O)n(CCCc3ccccc3)c(=O)n2C)c(OC)c1
  /, -12, -1, -4, -1, -31, -6
CNC(=S)NNC(=O)c1cccn(Cc2cccc(C(F)(F)F)c2)c1=O
  -4, -1, -2, -1, 33, 3, 9
C[C@H]1CCCCO[C@@H](CN(C)C(=O)NC2CCCCC2)[C@@H](C)CN([C@@H](C)CO)C(=O)c2cc(NC(=O)Nc3ccccc3)ccc2O1
  3, 0, 6, 0, -1, /, -2[16.7 µM]
COC(=O)c1cn(CC(=O)N2CCC3(CC2)C(=O)NCN3c2ccccc2)nn1
  51, /, 3, -3, 1, /, /
CCCCn1nc2cc(C(=O)NC3CCCc4ccccc43)ccc2c1OCC (configuration not stated)
  0, -9, 3, -8, /, 35, 26
CN(C)c1ccc(CNC2C3CC4CC(C3)CC2C4)cc1 (configuration not stated)
  -1, -1, /, /, 20, -8, -3
C[C@@H](NC(=O)C[C@H]1CC[C@@H]2[C@H](COC[C@H](O)CN2Cc2ccc(C(F)(F)F)cc2)O1)c1ccccc1
  40, 0, -4, 14, 14, 23, 3[16.7 µM]
O=C(O)c1ccc(S(=O)(=O)c2ccc3c(c2)C(=O)N(NC(=O)c2ccncc2)C3=O)cc1
  -4, /, -4, -9, -8, /, 3
COc1ccc(NC(=O)CS(=O)(=O)c2cn(CC(=O)N3CCCC3)c3ccccc23)c(OC)c1
  -1, /, 9, -1, -5, /, -9
CC1(C)CC(=O)C2=C(C1)N=C1SCCC(=O)N1C2c1ccccc1 (configuration not stated)
  -2, -6, 0, 1, 2, 16, /
CN1c2ccc(Br)cc2[C@@H]2[C@@H](CCN2C(=O)Nc2cccc(F)c2)[C@H]1CO
  -23, -3, /, /, -8, 15, -2[16.7 µM]
CCOC(=O)NN1C(=O)c2ccccc2NC1c1ccccc1 (configuration not stated)
  2, /, /, /, -3, /, -1
CC(Oc1ccccc1Cl)C(=O)Nc1ccc(S(=O)(=O)Nc2nccs2)cc1 (configuration not stated)
  -1, 1, 8, 6, 6, 1, 15
O=C(COC(=O)Cc1c(Cl)cccc1Cl)Nc1ccc2[nH]c(=O)[nH]c2c1
  -2, -3, 19, 10, -3, -5, -8
Cc1cc(C(=O)NC2CCCCC2)c(C)o1
  -4, 11, 4, -7, -4, -3, -11
CCC(=O)Nc1ccc2c(c1)C(=O)N(C)C[C@@H](OC)[C@H](C)CN(C(=O)CC1CC1)[C@H](C)CO2
  2, 3, 6, -8, -4, 7, -7[16.7 µM]
Cc1ccc(S(=O)(=O)Nc2ccc3c(c2)C(=O)N([C@@H](C)CO)C[C@H](C)[C@H](CN(C)Cc2ccc4c(c2)OCO4)O3)cc1
  0, 1, 0, 0, -7, 4, -5[16.7 µM]
COc1ccc(C(CNC(=O)c2oc3c(Cl)cccc3c2C)N2CCCC2)cc1 (configuration not stated)
  9, -9, 5, -1, 14, -17, /
C[C@H]1CN([C@@H](C)CO)C(=O)c2cc(NS(=O)(=O)c3ccc(Cl)cc3)ccc2O[C@@H]1CN(C)C(=O)Nc1ccc2c(c1)OCO2
  -1, -2, 2, 3, -8, ?, -15[16.7 µM]
CC(C)NC(=O)N(C)C[C@@H]1OCCCC[C@@H](C)Oc2ccc(NC(=O)NC3CCCCC3)cc2C(=O)N([C@@H](C)CO)C[C@@H]1C
  0, -2, 0, 1, 5, 32, -6[16.7 µM]
COC(=O)C[C@H]1CC[C@H]2[C@H](COc3ccc(NC(=O)c4cccc(OC)c4)cc3C(=O)N2C)O1
  32, 2, -3, -1, -17, -16, -2[16.7 µM]
C[C@@H]1CN([C@H](C)CO)C(=O)c2c(c3ccccc3n2C)-c2ccccc2CO[C@H]1CN(C)S(=O)(=O)c1ccc(F)cc1
  0, 6, -5, 5, 7, 17, /
O=C(Nc1cccc(Cl)c1)c1nc[nH]c1C(=O)NCCCCNC(=O)c1[nH]cnc1C(=O)Nc1cccc(Cl)c1
  4, -6, -5, 0, -7, 3, 6
Cc1cccc(C(=O)NC(=S)Nc2ccc(S(=O)(=O)N3CCCCC3)cc2)c1
  10, -5, /, /, -8, -16, 3
CCOC(=O)C1=C(CN2CCSCC2)NC(=O)NC1c1cc(C)ccc1C (configuration not stated)
  2, -2, /, /, -7, 6, 1
CC(=O)Nc1ccc(NC=C(C#N)C#N)cc1
  3, 6, 6, -1, 3, -5, 3
CCCN1C(=O)/C(=N\OCC(=O)Nc2ccc(C(C)C)cc2)c2ccccc21
  2, -8, -4, -3, -3, 4, -1
C[C@H]1CN([C@@H](C)CO)C(=O)c2cc(/C=C/c3ccccc3)cnc2O[C@@H]1CN(C)C(=O)C1CCC1
  0, -2, -3, -3, 3, 1, -9[16.7 µM]

(cont.)
The line under a structure holds: Cneo AK release, esBAF inh, ERp5 block, SIRT5 inh, ARNT TACC3 PPI, C2C12 statin, miR122 inh
Cc1ccccc1S(=O)(=O)NC(=O)C1(C)CCN1C(=O)CC1CCCCC1 (configuration not stated)
  0, -1, -1, -1, /, 0, -4
Cc1cccc(C)c1NC(=O)CCS(=O)(=O)c1cccc2nonc12
  1, -1, -2, 1, -4, 4, -1
O=C(CSc1ncn[nH]1)Nc1nc(-c2cccc([N+](=O)[O-])c2)cs1
  -3, /, -2, 0, -6, /, -5
C[C@@H]1CN([C@@H](C)CO)C(=O)c2cc(NC(=O)CCCN(C)C)ccc2O[C@H]1CN(C)Cc1ccc(Oc2ccccc2)cc1
  -3, -2, -2, 1, 12, 1, -8[16.7 µM]
CCOC(=O)Nc1nc(C)c(C(=O)N(C)C)s1
  1, 1, /, /, /, 6, -15
C[C@H]1CN([C@@H](C)CO)C(=O)c2cc(NC(=O)Cc3ccccc3)ccc2O[C@@H]1CN(C)C(=O)NC1CCCCC1
  -2, 4, 2, 1, 0, -11, -6[16.7 µM]
Cc1cc(C(=O)Nc2nnc(C(F)(F)F)s2)cs1
  -17, 13, -2, -1, -2, -48, 14
O=C(Nc1ccccc1)N1CCN(C2c3ccccc3-c3ccccc32)CC1
  -2, 5, -3, -2, -7, -3, 4
COc1ccc(-c2noc(CCC(=O)Nc3cccc(C)c3)n2)cc1
  4, -5, /, /, 8, 0, -1
CC(=O)c1ccc(NC(=O)CSc2nc3ccccc3c(=O)n2CCCN2CCOCC2)cc1
  0, 20, -1, -3, -18, -1, -7
CC(C)CNC(=O)c1ccccc1NC(=O)CCSc1ccccc1
  1, /, 4, -6, -2, /, -2
CCOC(=O)C1CCCN(C(=O)Cn2nc(C)c3c(C)n(-c4ccccc4)nc3c2=O)C1 (configuration not stated)
  4, -3, 0, -3, 9, 18, /
C[C@H]1CN([C@@H](C)CO)C(=O)c2cccc(NC(=O)Nc3ccccc3)c2O[C@@H]1CN(C)S(=O)(=O)c1cn(C)cn1
  2, -6, 0, 8, -10, /, 5[16.7 µM]
CCC(=O)Nc1nnc(S(=O)(=O)N(CC)c2cc(C)cc(C)c2)s1
  -6, 1, 6, -1, -5, -1, /
Cc1noc(C)c1COc1ccc(CC(=O)NCc2ccccc2)cc1
  /, /, 3, 0, -6, /, /
OC(c1ccc(Cl)c(Cl)c1)c1ncc(-c2cccc(F)c2)[nH]1 (configuration not stated)
  1, 5, 1, /, /, -12, 22
Cc1ccc(Cl)cc1N1CCN(S(=O)(=O)c2c(C)nc3scc(C)n3c2=O)CC1
  -3, 0, 2, -1, -5, 11, /
C/C=C/c1ccc([C@H]2[C@@H](CO)N[C@@H]2CN(CC)C(=O)c2ccccn2)cc1
  -2, -5, 0, -1, -8, 0, 6[16.7 µM]
COc1ccc(S(=O)(=O)Nc2c(C(=O)O)[nH]c3ccccc23)c(OC)c1
  0, -7, /, /, -3, 0, 41
COc1ccc(N(CC(=O)NC2CCCC2)C(=O)Cn2nnc(-c3ccc(OC)c(OC)c3)n2)cc1
  /, /, 1, 0, 1, /, /
C[C@@H]1CN([C@H](C)CO)C(=O)c2cc(Br)cnc2O[C@H]1CN(C)C(=O)NC1CCCC1
  1, 2, 5, -1, -2, -5, -9[16.7 µM]

Limited to C2C12 statin, ERp5 block and Cneo AK release, for some of the entries so far:
Molecule	C2C12 statin	ERp5 block	Cneo AK release
CC(C)CNC(=O)CSc1nc2nn(-c3ccccc3)c(=O)c-2c2n1CCCCC2	/	8	/
COc1cc(NC(=O)C2=CC(c3ccc(C)cc3)=NS(=O)(=O)N2C)cc(OC)c1OC	18	-9	0
CCOc1ccc(Nc2cc(C)nc(-n3nc(C)cc3C)n2)cc1	-71	/	11

Screens as filed in PubChem BioAssay.
